Screens as filed in PubChem.
XBP1 UPR activ: adaptive UPR (XBP1) activation; CHO-XBP1 luciferase reporter, IRE1-XBP1 UPR activation, luminescence; percent of tunicamycin response, DMSO as zero; 0.33% of 330,000 active; AID 463104; activation, % at 20 µM;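 active means versus positive control, 20 µM dose yields 30% or more activation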;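 further: 100% = tunicamycin at 10 µg/mL and 0% = DMSO only wells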
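Test system: CHO-XBP1 luciferase reporter cells | Buffer or medium: Serum-containing F12 medium, 10% FBS | Schedule: 6 h compound exposure at 37 °C, 5% CO2 | Detection: Steady-Glo luciferase glow luminescence, 10 min after reagent addition | Read-out basis: Activation, % of tunicamycin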
tim10-1 inh: growth inhibitors of tim10-1 mutant yeast; inhibition, % at 20 µM; AID 463190; 2.2% of 330,000 active; S. cerevisiae tim10-1 ts strain growth, BacTiter-Glo, 24 h;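 active means inhibition of at least 40%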;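 further: mutant grown at 25 °C; 0% = DMSO wells with yeast and 100% = wells holding no yeast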
Mdm2 MdmX PPI: human Mdm2/MdmX binding inhibition | O15151+Q00987 | SaOS-2 split-luciferase Mdm2/MdmX complementation, luminescence | inhibition, % at 8 µM | 3% of 330,000 active;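 active means inhibition of at least 50% at 8 µM in the primary screen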
Target sequence (O15151 whole entry, looked up): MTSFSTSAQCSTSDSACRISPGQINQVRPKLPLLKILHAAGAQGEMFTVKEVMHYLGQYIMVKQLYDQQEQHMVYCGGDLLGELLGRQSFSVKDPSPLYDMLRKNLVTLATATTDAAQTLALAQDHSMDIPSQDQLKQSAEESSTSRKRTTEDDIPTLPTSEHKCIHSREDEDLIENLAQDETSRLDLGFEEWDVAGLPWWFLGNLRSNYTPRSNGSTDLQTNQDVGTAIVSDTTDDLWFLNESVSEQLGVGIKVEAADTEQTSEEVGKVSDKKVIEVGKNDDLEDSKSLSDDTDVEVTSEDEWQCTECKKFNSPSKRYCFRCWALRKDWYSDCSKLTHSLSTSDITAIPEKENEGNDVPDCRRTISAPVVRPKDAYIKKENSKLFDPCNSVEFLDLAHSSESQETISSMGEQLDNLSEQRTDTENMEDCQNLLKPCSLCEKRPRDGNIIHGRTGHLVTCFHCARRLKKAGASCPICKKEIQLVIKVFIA
Target sequence (Q00987 whole entry, looked up): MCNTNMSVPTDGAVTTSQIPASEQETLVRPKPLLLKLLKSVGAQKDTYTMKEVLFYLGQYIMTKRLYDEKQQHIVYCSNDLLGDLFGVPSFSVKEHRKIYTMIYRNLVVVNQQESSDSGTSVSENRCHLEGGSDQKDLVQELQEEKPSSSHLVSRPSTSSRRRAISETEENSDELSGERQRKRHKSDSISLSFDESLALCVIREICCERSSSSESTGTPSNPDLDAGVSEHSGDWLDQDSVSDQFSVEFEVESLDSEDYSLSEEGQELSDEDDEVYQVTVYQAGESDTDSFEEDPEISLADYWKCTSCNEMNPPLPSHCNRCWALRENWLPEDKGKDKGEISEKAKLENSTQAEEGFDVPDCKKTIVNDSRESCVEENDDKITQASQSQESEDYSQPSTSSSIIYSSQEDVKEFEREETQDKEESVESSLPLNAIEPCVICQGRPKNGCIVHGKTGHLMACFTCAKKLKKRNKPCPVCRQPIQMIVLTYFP
697 NFkB inh: inhibitors of the PMA/ionomycin-induced NF-kB reporter in 697 B cells; 697 B-cell NF-kB luciferase reporter, 16 h; inhibition, % at 4 µM; 0.33% of 330,000 active; AID 435022; in the data active means inhibition above about 35%
UPR CHOP act: activators of apoptotic arm of unfolded protein response (CHOP). 0.34% of 330,000 active. activation, % at 10 µM. AID 449763. CHO-CHOP luciferase reporter, UPR activation, luminescence; percent of tunicamycin response over DMSO baseline;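 active means at 10 µM dose, activation of 40% or more, normalized to positive control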;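 further: 100% = tunicamycin at 10 µg/mL and 0% = DMSO alone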
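Evaluation: % reporter activation, DMSO baseline versus tunicamycin full activation; System: CHO-CHOP luciferase reporter cell line; Input: 500 cells/well; Incubation: 6 h compound treatment, 37 °C; Measured by: Steady-Glo luciferase luminescence; Dosing: one dose, 10 µM in 0.5% DMSO; Buffer or medium: F12 medium, 10% FBS; Benchmarks: positive tunicamycin 10 µg/mL, negative DMSO alone.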
tim23-1 inh: growth inhibitors of tim23-1 mutant yeast; S. cerevisiae tim23-1 growth, BacTiter-Glo luminescence, 24 h; inhibition, % at 20 µM; 1.3% of 330,000 active; AID 463212;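 active means growth inhibition of the mutant yeast at or above 50%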;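 further: temperature-sensitive mutant grown at 25 °C; plate controls were DMSO-treated mutant yeast for no effect and medium wells lacking yeast for full effect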
Jurkat NFkB inh: lowers PMA/ionomycin-induced NF-kB signal in Jurkat cells; inhibition, % at 4 µM; PMA/ionomycin-induced NF-kB luciferase reporter, luminescence; 0.53% of 330,000 active; in the data active means inhibition above about 50%
TIM10 inh: growth inhibitors of TIM10 yeast strain; S. cerevisiae TIM10 strain growth, BacTiter-Glo luminescence, 24 h; inhibition, % at 10 µM; 1.4% of 330,000 active; AID 463195;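 active means inhibition of 40% or more at the single tested concentration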;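 further: wild-type TIM10 isogenic control strain grown at permissive 25 °C; 0% = DMSO yeast wells and 100% = minimal medium wells without yeast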
* hit, by the source's call. Rows were taken by chance. Share with any hit: about 6.6%.

SMILES | XBP1 UPR activ | tim10-1 inh | Mdm2 MdmX PPI | 697 NFkB inh | UPR CHOP act | tim23-1 inh | Jurkat NFkB inh | TIM10 inh
Cc1cccc(NC(=O)C2CCCN(S(=O)(=O)c3ccc4[nH]c(=O)ccc4c3)C2)n1 (centres undefined) | -3 | -3 | 12 | 16 | 2.4 | 1 | 5 | 4
O=C(O)Cc1ccccc1C(=O)O | 0 | 9 | 10 | -1 | 2.6 | -2 | 5 | 8
CN1CCC23c4ccccc4NC1C21CCN(C)C3Nc2ccccc21 | -1 | 4 | 14 | 3 | 0.2 | 2 | -11 | 7
CCOC(=O)C1CCN(c2c(NCCCN3CCCCC3)c(=O)c2=O)CC1 | -2 | -14 | -17 | 3 | -1.6 | 0 | 5 | -10
CCOC(=O)C1=C(c2ccccc2)OC(N)=C(C#N)C1C(C)C (centres undefined) | 0 | 10 | -8 | -14 | 1.1 | 0 | 11 | 16
CC(C)c1ccc2c(c1)C1Cc3ccccc3C1N2 (centres undefined) | -3 | 9 | -112 | -60 | 2.5 | 30 | -51 | 9
C[C@H]1CN([C@@H](C)CO)C(=O)c2cccc(NC(=O)Nc3ccc(C(F)(F)F)cc3)c2O[C@@H]1CN(C)S(=O)(=O)c1ccccc1 | 1 | 37 | 38 | -3 | 3.3 | 35 | -9 | 8
S=C(Nc1ccccc1)Nc1nc2ccccc2n1CCOc1ccccc1 | 4 | 38 | 51* | -3 | -0.4 | 11 | -4 | 11
CC(C)(C)NC(=O)CN1CCC(O)(c2ccc3c(c2)OCO3)CC1 | -2 | 0 | 6 | 11 | -1.8 | 8 | -3 | 0
O=C(NCCCn1ccnc1)/C(=C\c1ccccc1Cl)NC(=O)c1ccccc1 | -4 | -11 | 22 | -8 | -0.5 | -22 | 3 | -9
CN(CCO)S(=O)(=O)c1ccc2c(c1)C(=NO)c1cc(S(=O)(=O)N(C)CCO)ccc1-2 | 1 | -8 | -29 | -19 | 1.0 | -3 | -8 | 3
CCOC(=O)C1(C)/C(=N/Nc2ccc(S(N)(=O)=O)cc2)C(=O)C(=O)N1c1ccccc1 (centres undefined) | -5 | -1 | 25 | 17 | -0.7 | 18 | -24 | -6
O=S(=O)(N1CCOCC1)n1cnc2ccccc21 | -2 | -7 | -4 | 10 | 1.1 | -6 | 7 | -2
COc1ccccc1CN1C[C@@H]2C[C@@H](c3ccc(Cl)cc3)N3CCC[C@@]23C1=O | 0 | 24 | 14 | 15 | -0.4 | 17 | 4 | 6
CC1(C)C2CCC1(C)C(OC(=O)CCn1ccnc1)C2 (centres undefined) | -1 | 15 | -7 | -5 | -1.6 | 13 | 1 | -6
CN1C(=O)/C(=C/c2ccco2)SC1=Nc1cccc(C(=O)O)c1 | -2 | 12 | -14 | -13 | -1.3 | 12 | -4 | -4
COc1cc(/C=N/N2CCCCC2)cc(OC)c1O | 3 | 2 | 1 | -8 | -1.3 | 17 | -7 | -1
COc1cccc(-n2cc3c(=O)n(C)c(=O)n(C)c3c2)c1 | 3 | 13 | 3 | -5 | 1.0 | 16 | -22 | -12
Cc1c(CCC(=O)N[C@@H](C)C(=O)O)c(=O)oc2cc3occ(-c4ccccc4)c3cc12 | -2 | 25 | 0 | -11 | 0.2 | 24 | -5 | 3
COc1cccc(CC2(CO)CCCN(C(=O)c3cc[n+]([O-])cc3)C2)c1 (centres undefined) | -3 | -4 | -9 | 10 | -0.9 | 10 | -8 | -8
COc1ccc(Br)cc1CN(C)C(=O)c1cnc(C)cn1 | 1 | 9 | 0 | 8 | 0.3 | 9 | -3 | 15
Cc1cc(NS(=O)(=O)c2ccc(NC(=O)CNS(=O)(=O)c3ccccc3)cc2)nc(C)n1 | -3 | -11 | 6 | 11 | 0.1 | -8 | 7 | -3
O=C(CN1C(=O)NC2(CCCC2)C1=O)Nc1cc(C(F)(F)F)ccc1N1CCCCC1 | 5 | -11 | 16 | 22 | 0.7 | 9 | 10 | -11
COc1ccccc1N1CCN(C(=O)c2ccc3c(=O)n(Cc4ccco4)c(=S)[nH]c3c2)CC1 | -2 | 18 | 19 | -4 | 3.1 | -1 | 2 | -4

Seven records picked at random from those above:
SMILES | XBP1 UPR activ | tim10-1 inh | Mdm2 MdmX PPI | 697 NFkB inh | UPR CHOP act | tim23-1 inh | Jurkat NFkB inh | TIM10 inh
O=C(O)Cc1ccccc1C(=O)O | 0 | 9 | 10 | -1 | 2.6 | -2 | 5 | 8
Cc1cc(NS(=O)(=O)c2ccc(NC(=O)CNS(=O)(=O)c3ccccc3)cc2)nc(C)n1 | -3 | -11 | 6 | 11 | 0.1 | -8 | 7 | -3
Cc1cccc(NC(=O)C2CCCN(S(=O)(=O)c3ccc4[nH]c(=O)ccc4c3)C2)n1 (centres undefined) | -3 | -3 | 12 | 16 | 2.4 | 1 | 5 | 4
O=C(NCCCn1ccnc1)/C(=C\c1ccccc1Cl)NC(=O)c1ccccc1 | -4 | -11 | 22 | -8 | -0.5 | -22 | 3 | -9
COc1ccc(Br)cc1CN(C)C(=O)c1cnc(C)cn1 | 1 | 9 | 0 | 8 | 0.3 | 9 | -3 | 15
O=C(CN1C(=O)NC2(CCCC2)C1=O)Nc1cc(C(F)(F)F)ccc1N1CCCCC1 | 5 | -11 | 16 | 22 | 0.7 | 9 | 10 | -11
C[C@H]1CN([C@@H](C)CO)C(=O)c2cccc(NC(=O)Nc3ccc(C(F)(F)F)cc3)c2O[C@@H]1CN(C)S(=O)(=O)c1ccccc1 | 1 | 37 | 38 | -3 | 3.3 | 35 | -9 | 8

Additional structures.
SMILES | XBP1 UPR activ | tim10-1 inh | Mdm2 MdmX PPI | 697 NFkB inh | UPR CHOP act | tim23-1 inh | Jurkat NFkB inh | TIM10 inh
COc1cc(C(=O)NNC(=O)Cc2ccc(S(=O)(=O)N3CCOCC3)s2)cc(OC)c1OC | -7 | 5 | 10 | 20 | 0.3 | -12 | -8 | 6
O=c1[nH]c(-c2ccccc2)nnc1-c1ccccc1 | 0 | -30 | -26 | -31 | 2.0 | -9 | -15 | -7
Brc1ccc(/C=N/Nc2nncc(-c3ccccc3)n2)o1 | -2 | -30 | -5 | -5 | 1.7 | -8 | -23 | 7
COc1ccccc1Cn1c(=S)[nH]c2cc(C(=O)N3CCN(C)CC3)ccc2c1=O | -1 | 6 | 25 | 10 | -1.9 | -4 | 0 | 3
O=C(O)c1ccc(NS(=O)(=O)c2ccc(Cl)c(C(=O)Nc3ccccc3)c2)cc1 | -2 | 9 | -2 | -6 | 0.0 | -1 | -11 | -2
CC(C)c1ccccc1NC1=CC(=O)CC(C)(C)C1 | 0 | 16 | -3 | 7 | -2.4 | 10 | -7 | -18
CC(=O)Nc1ccc(C(=O)CN2C(=O)NC3(CCOc4ccccc43)C2=O)c(F)c1 (centres undefined) | -3 | 11 | 23 | 16 | -1.5 | 9 | 14 | 13
CCOC(=O)C1=C(C)N=c2s/c(=C/c3cccc([N+](=O)[O-])c3O)c(=O)n2C1c1ccc(OC)cc1OC (centres undefined) | -5 | 34 | 39 | 12 | -1.0 | 35 | 4 | 18
Oc1c(/C=N/c2ncn[nH]2)ccc2ccccc12 | 0 | 7 | 29 | 6 | -2.6 | 38 | -9 | 7
O=C(c1ccc2c(=O)n(Cc3ccccc3)c(=S)[nH]c2c1)N1CCOCC1 | -7 | -29 | 7 | -7 | 1.1 | -2 | -10 | 11
COc1ccccc1N1CCN(C(=O)c2ccc3c(Cl)c4c(nc3c2)CCCC4)CC1 | -3 | 53* | 64* | -11 | 3.2 | 56* | -5 | 31
O=C(NC1CCCCC1)C1COc2ccccc2O1 (centres undefined) | 1 | 7 | 8 | 7 | 1.4 | 7 | 8 | -5
Cc1cccc(C)c1OCC(O)Cn1ccnc1C (centres undefined) | -3 | 6 | -4 | -3 | -0.2 | 5 | -4 | -4
CCOC(=O)CSc1nc2sc(C)c(C)c2c(=O)n1C | -1 | 40 | 16 | 9 | -0.1 | 28 | 6 | 6
NS(=O)(=O)c1ccc(CNC(=O)c2ccc3ccccc3n2)cc1 | 1 | 5 | -20 | 3 | -0.6 | -7 | 3 | 4
COC(=O)C1=C(C)N(Cc2ccccc2)C(=O)N[C@H]1c1cccc(C(F)(F)F)c1 | -3 | 24 | 11 | -6 | -0.5 | 37 | 4 | 9
O=C(OCC(=O)C12CC3CC(CC(C3)C1)C2)c1cccnc1Cl | 4 | 27 | -1 | -20 | 3.9 | 23 | -12 | 3
Clc1ccc(-c2noc3c2-c2nc(Cc4cccc5ccccc45)sc2CC3)cc1 | -2 | 9 | -15 | -11 | -0.2 | 13 | -2 | -8
Cc1noc(C)c1CSc1ncnc2sc3c(c12)CCCCC3 | -1 | 28 | 21 | -21 | 1.7 | 32 | -1 | 25
CCOc1ccc(-c2nnn(CC(=O)N3CCN(c4ccc(F)cc4)CC3)n2)cc1OCC | 1 | 6 | -10 | -24 | -0.7 | -5 | -10 | -1
COc1ccc(-n2c(SCC(=O)N3CCCC(C)C3)nnc2-c2cccnc2)cc1 (centres undefined) | 0 | 17 | 4 | 10 | 3.1 | 10 | 7 | 20
C/C(=N\NC(=S)NCc1ccccc1)c1ccc(Br)cc1 | 0 | 49* | -11 | -31 | 0.9 | 13 | -10 | 40
CCN(CC)c1ccc(/C=c2\sc3nnc(-c4ccccc4Cl)n3c2=O)cc1 | -3 | 15 | 46 | 12 | -1.9 | 14 | 10 | 5
O=C(Nc1ccc(F)cc1)C(c1ccccc1)N1CCN(CC(=O)N2CCOCC2)CC1 (centres undefined) | -2 | 7 | -40 | -8 | -0.5 | 19 | 1 | 3
O=C(c1cc(-c2ccc(Cl)c(Cl)c2)on1)N1CCCCCC1 | 1 | 7 | -179 | -115 | 6.3 | 5 | -108 | -6
O=S(=O)(/N=C(/Nc1ccccn1)c1ccccc1)c1ccc(Cl)cc1 | 0 | 21 | -36 | 7 | 1.7 | 33 | 8 | 32
O=C(O)c1ccc(-c2noc(-c3ccccc3Cl)n2)cc1 | -5 | 1 | -221 | -244 | -3.1 | 19 | -73 | 6
CC(Oc1ccc(Cl)cc1)C(=O)N1CCN(C(=O)c2ccco2)CC1 (centres undefined) | -2 | 30 | -23 | 9 | 2.5 | 41 | 4 | 25
c1ccc(Nc2nc(NCCN3CCOCC3)nc(Nc3ccccc3)n2)cc1 | 0 | 10 | 28 | 19 | 2.7 | 18 | -18 | 9
Cc1cccc(Nc2nnc(SCC(=O)Nc3cccnc3Cl)s2)c1 | 1 | 23 | -45 | -13 | 1.2 | 19 | -16 | 15
COc1ccc(N2CCN(C(=O)CCNS(=O)(=O)c3cc(Br)cnc3N)CC2)cc1 | -1 | 11 | 2 | -33 | -1.8 | 6 | -6 | 9
Cn1ccnc1SCC(=O)c1cc2ccccc2o1 | -1 | 21 | 1 | -6 | 4.4 | 19 | -19 | 20
O=C(Nc1ccccc1)c1ccc(-c2ccc(F)cc2)s1 | 1 | -20 | 24 | -23 | -1.7 | -47 | 8 | 3
COc1ccc(N(CC(=O)N2CCOCC2)S(C)(=O)=O)cc1Cl | -4 | -16 | -29 | 2 | -1.4 | -4 | -5 | -4
CC(=Nc1ccc(C)c(C)c1)C1=C(O)CSC1=O | 2 | 6 | -1 | -103 | 4.4 | 23 | -55 | -10
CC(=O)Nc1cccc(C(=O)/C=C/c2ccc(/C=C/C(=O)c3cccc(NC(C)=O)c3)cc2)c1 | 15 | -1 | 98* | -293 | 83* | -19 | 13 | -24
COc1ccc(NS(=O)(=O)c2cccs2)cn1 | 0 | 7 | 79* | 2 | 0.7 | 13 | 5 | -6
CCOCCCNC(=O)C(NC(=O)CNC(=O)c1ccccc1)c1ccccc1 (centres undefined) | -1 | 6 | -9 | -15 | 14 | -2 | -8 | -14
